EPAC2 ag = activates human EPAC2 exchange factor; EPAC2 activation, biochemical qHTS; response scale: 100% = 6.5 mM cAMP response; Q8WZA2; actives 0.079% (n = 360,000); Potency, µM (doses to about 154 µM), for inactives: at the top dose activation, hits mostly activators; also: nearly all actives have a fitted effect of over 50% in size
Target sequence (Q8WZA2 whole entry, looked up): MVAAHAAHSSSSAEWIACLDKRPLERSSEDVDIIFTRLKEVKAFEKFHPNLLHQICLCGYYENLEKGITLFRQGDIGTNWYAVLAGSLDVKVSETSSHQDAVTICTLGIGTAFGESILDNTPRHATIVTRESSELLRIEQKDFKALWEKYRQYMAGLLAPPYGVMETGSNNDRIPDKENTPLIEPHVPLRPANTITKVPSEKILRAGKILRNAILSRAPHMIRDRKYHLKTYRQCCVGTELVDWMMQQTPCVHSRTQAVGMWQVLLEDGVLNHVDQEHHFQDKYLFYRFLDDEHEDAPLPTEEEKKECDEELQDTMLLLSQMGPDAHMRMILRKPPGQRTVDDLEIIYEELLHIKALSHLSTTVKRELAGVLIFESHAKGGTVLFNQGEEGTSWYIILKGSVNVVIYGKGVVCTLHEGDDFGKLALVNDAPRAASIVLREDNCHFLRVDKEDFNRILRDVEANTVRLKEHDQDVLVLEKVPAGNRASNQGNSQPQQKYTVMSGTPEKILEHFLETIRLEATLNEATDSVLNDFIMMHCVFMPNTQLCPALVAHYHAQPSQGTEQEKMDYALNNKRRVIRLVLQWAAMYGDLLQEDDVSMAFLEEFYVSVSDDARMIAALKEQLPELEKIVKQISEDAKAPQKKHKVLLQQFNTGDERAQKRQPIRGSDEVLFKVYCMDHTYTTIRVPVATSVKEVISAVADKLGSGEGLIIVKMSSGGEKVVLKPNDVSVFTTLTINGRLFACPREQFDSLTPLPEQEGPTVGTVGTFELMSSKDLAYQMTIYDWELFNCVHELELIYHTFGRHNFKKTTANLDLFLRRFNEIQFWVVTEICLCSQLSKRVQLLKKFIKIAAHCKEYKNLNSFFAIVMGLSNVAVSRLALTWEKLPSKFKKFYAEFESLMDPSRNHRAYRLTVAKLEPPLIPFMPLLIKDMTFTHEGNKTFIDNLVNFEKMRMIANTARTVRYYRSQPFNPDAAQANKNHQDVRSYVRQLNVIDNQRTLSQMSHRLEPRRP
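EPAC2 (100 nM) mixed with Rap1B loaded with BODIPY-GDP (250 nM) plus 50 uM unlabeled GDP; compounds pinned in, 5 min RT, then read every 5 min for 30 min (ex 480, em 540 nm). Normalized to cAMP control.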
TDP-43 yeast inh = TDP-43 toxicity inhibition in yeast. TDP-43 expressing yeast growth rescue, BacTiter-Glo, 24 h. Potency, µM (series often up to 46.1 µM), for the others: top-dose growth rescue (activation), actives largely listed as activators. actives 1.8% (n = 410,000). AID 652104; also: % of control where 0% means no effect; nearly all actives have a fitted effect of over 50% in size
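Galactose-induced TDP-43 yeast, OD600=0.02, compound pinned; 24 hr, 30 deg C; BacTiter-Glo luminescence for growth. Inhibitors of TDP-43 toxicity read as activators.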
PTHR1 ag = activates the human parathyroid hormone receptor PTHR1 | Q03431 | HEK293 GP2 PTHR1 cells, GloSensor cAMP luminescence, 1 h | Potency, µM (top dose mostly 115 µM), for inactives: top-dose activation, usual class: activators | actives 0.075% (n = 410,000) | AID 743266; also: nearly all actives have a fitted effect of over 55% in size; some results filed as inactive show a strong effect at the top dose; inactives centre near -15; many of its hits are not listed in these tables
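HEK-293-derived GP2 cells expressing PTHR1 and a GloSensor cAMP reporter, 3,000/well, plated overnight, given luciferin plus IBMX (each 0.5 mM as added) for 1 h at 37 °C, then compound for 1 h at 37 °C. Luminescence was read after 15 min at room temperature.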
EPAC1 antag = EPAC1 (human) antagonism; O95398; EPAC1 GEF assay, Rap1b-BODIPY-GDP exchange fluorescence; Potency, µM (doses to about 115 µM), without a hit: top-dose activity change, negative = inhibition, most hits filed as inhibitors; actives 0.14% (n = 360,000); AID 720709;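 also: plate controls were vehicle for no effect and positive control for full effect; nearly all actives have a fitted effect of over 50% in size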
EPAC1 agonist = agonists of human EPAC1; O95398; EPAC1 agonist qHTS, biochemical assay; response scale: 100% = response to 6.5 mM cAMP; Potency, µM (doses to about 154 µM), for inactives: at the top dose activation, hits mostly activators; actives 0.073% (n = 360,000); AID 720707; also: nearly all actives have a fitted effect of over 60% in size
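Multi-concentration qHTS readout: loss of Rap1B-bound BODIPY-GDP fluorescence driven by 100 nM EPAC1 with excess GDP (50 uM), monitored kinetically at room temperature; agonist response expressed relative to 6.5 mM cAMP.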
EPAC2 antagonist = blocks human EPAC2 exchange factor. EPAC2 GEF exchange of Rap1B-BODIPY-GDP, fluorescence. Q8WZA2. Potency, µM (top dose mostly 114 µM), without a hit: at the top dose activity, negative = inhibition, actives largely listed as inhibitors. actives 0.18% (n = 360,000); also: % is scaled to controls: 0 for no effect and ±100 for the full control effect; nearly all actives have a fitted effect of over 45% in size; many of its hits are not listed in these tables
FUS suppressor = rescues growth of FUS-expressing yeast. actives 0.24% (n = 390,000). Potency, µM (series often up to 76.6 µM), inactives show at the highest dose growth rescue (activation), usual class: activators. S. cerevisiae FUS-expressing, growth rescue, OD600, 24 h. AID 1347120;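 also: plate controls were DMSO vehicle for no effect and reference control for full effect; nearly all actives have a fitted effect of over 55% in size; some results filed as inactive show a strong effect at the top dose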
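Galactose (2%) drives FUS expression in yeast precultured in raffinose; seeding density OD 0.005. Test compounds incubated 24hr at 30C and 99% humidity before absorbance at 600 nm was measured.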
aSyn rescue = inhibitors of alpha-synuclein toxicity in yeast. Potency, µM (top dose mostly 46.1 µM), inactives show at the top dose growth rescue (activation), most hits filed as activators. actives 0.14% (n = 370,000). Yeast expressing alpha-synuclein, growth rescue, BacTiter-Glo, 24 h; also: % of control where 0% means no effect; nearly all actives have a fitted effect of over 65% in size
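Screening used galactose-induced yeast with toxic alpha-synuclein levels, exposed to compound for 24 hr at 30 deg C. Cell growth, read with BacTiter-Glo luminescence, gave the measured signal.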
The depositor's hits bear a star; i = inactive; ? = inconclusive; · = no result given; & = joins results of further samples; [ ] = another dose, or the depositor's remark. Calls follow the shape of the dose curve; as a rule, active = well fitted curve in the direction sought with a large enough effect; inconclusive = small, poorly fitted or top-dose-only effect, or another doubt; inactive = no such curve, though single readings can be large; an effect the other way counts as inactive or inconclusive. Potency is read from the fitted curve at half-maximal effect. An excerpt. The share of hits here may be higher or lower than overall.

SMILES | EPAC2 ag | TDP-43 yeast inh | PTHR1 ag | EPAC1 antag | EPAC1 agonist | EPAC2 antagonist | FUS suppressor | aSyn rescue
O=C(Cn1cnc2scc(-c3cccc([N+](=O)[O-])c3)c2c1=O)NCc1ccco1 | -5% | -11% | -19% | 56µM* | 1% | 4% | 17% | -5%
O=C(CN1CCN(S(=O)(=O)c2cc(Cl)ccc2Cl)CC1)Nc1ccc2c(c1)OCCO2 | 12% | 0% | -23%[57.5 µM] | -1% | 5% | -4% | 17% | 1%
Cc1ccc(-c2noc(CSc3nc(N)cc(N)n3)n2)cc1 | 11% | 15% | -28% | -15% | 8% | -3% | 20% | -12%
Cc1nc2sc3c(c2c2nnc(SCC(=O)NCc4ccco4)n12)CCCC3 | -83%[15.6 µM] | 17% | -7%[57.5 µM] | 2% | 11% | -9% | ? | 3%
CCC(C)Nc1nc(CN2CCOCC2)nc2sc3c(c12)CCC3 (stereo not drawn) | 3% | 2% | -5%[57.5 µM] | 14% | 2% | -2% | 19% | -5%
COC(=O)c1ccc(Cn2nnc3c(=O)[nH]c(C4CCCN(S(=O)(=O)c5ccccc5Cl)C4)nc32)cc1 (stereo not drawn) | 6% | 14%&-4% | -3%&-19% | 1% | -1% | -4% | 15%&-5% | 2%
CCCCN1C[C@H](C)[C@@H](CC(=O)Nc2ccccc2)C1=O | 6% | ? | -11% | 7% | -5% | 1% | -15% | ?
COc1ccc(OCC(=O)N/N=C/C2CC=CCC2)cc1 (stereo not drawn) | 5% | 27% | 9% | 7% | 2% | 3% | -22% | 3%
CC(=O)c1cccc(Nc2c([N+](=O)[O-])c(=O)oc3ccccc23)c1 | 0% | -4% | -24% | 7% | 0% | -6% | -3% | 1%
COc1cc(/C=C/C(=O)OCC(=O)N2CCC(Cc3ccccc3)CC2)ccc1O | 26% | ? | -28% | -7% | 15% | -8% | ? | 10%
Cc1noc(/C=C/c2cccs2)c1S(=O)(=O)N1CCC(C(=O)NCCCN2CCC(C)CC2)CC1 | 14% | 20% | -5% | -1% | 6% | 4% | 9% | 3%
O=C(COc1ccc(S(=O)(=O)N2CCCC2)cc1)NCc1ccccn1 | 12% | -20% | 5% | 28% | 16% | 4% | 33% | -4%
COc1cccc(NC(=O)Cn2cc(C#N)c3ccccc32)c1 | 4% | 14% | i | 2% | 4% | -8% | 29% | 1%
CCC(C)n1[nH]c(=O)c2c(C)cc(C)nc21 (stereo not drawn) | 0% | -9% | i | 10% | 9% | 4% | 18% | 2%
CC(C)Cc1nc2oc3c(N4CCN(CCO)CC4)ncnc3c2c2c1CCCC2 | 3% | 1% | -4% | 6% | -11% | -1% | 5% | -8%
NNC(=O)CNc1cccc(Br)c1 | 7% | 1% | 26% | -7% | 2% | -10% | -26% | -1%
CCc1ccc(C2=NN(S(C)(=O)=O)C(c3cccs3)C2)cc1 (stereo not drawn) | 23% | 1% | -27%[57.5 µM] | -13% | 25% | -5% | 24% | 0%
CNS(=O)(=O)c1cccc(C(=O)OCc2cc(=O)n3cc(Br)ccc3n2)c1 | 11% | 1% | -7% | 15% | 5% | -5% | 2% | -7%
CC1Cc2cc(-c3csc(NC(=O)Cc4ccccc4)n3)ccc2N1S(C)(=O)=O (stereo not drawn) | 11% | -3% | -17%[57.5 µM] | -6% | 17% | -6% | 11% | -6%
Cc1ccc(CNC(=O)Nc2ccc(OC(F)(F)F)cc2)n1C | 9% | -9% | i | -24% | -18% | 0% | 12% | -3%
O=C(N/N=C/c1ccccc1OC(F)F)c1cc(-c2ccncc2)nc2ccccc12 | 11% | · | i | -12% | 6% | 5% | 25% | ?
O=C(N/N=C/c1cc(Br)c(O)c(Br)c1)c1cccc(C(F)(F)F)c1 | 8% | -15% | -16% | 11% | 3% | 12% | · | 6%
Cc1ccnc(NC(=O)C(C)N2C(=O)c3ccccc3C2=O)c1 (stereo not drawn) | 0% | -10% | i | -5% | -6% | 10% | 8% | -1%
Cc1ccc(NC(=O)CN2C(=O)S/C(=C\c3ccc(C(=O)O)cc3)C2=O)cc1 | -3% | 1% | -25% | -4% | -2% | 9% | -17% | -3%
COc1ccc(CCNS(=O)(=O)c2ccc3c(c2)CCCC3)cc1OC | 10% | ? | -36% | -11% | 2% | -7% | 37% | 27%
The list continues.
SMILES | EPAC2 ag | TDP-43 yeast inh | PTHR1 ag | EPAC1 antag | EPAC1 agonist | EPAC2 antagonist | FUS suppressor | aSyn rescue
CCCCCOC(=O)CSc1nnc(-c2cc(OC)c(OC)c(OC)c2)o1 | 15% | 6% | -6% | -4% | 11% | -6% | ? | 1%
Cc1ccc(S(=O)(=O)NCC(=O)N(CC(=O)NCc2ccco2)Cc2cccs2)cc1 | 2% | -18% | i | 16% | -8% | -2% | 12% | -3%
O=C1c2oc3ccc(Cl)cc3c(=O)c2C(c2ccccn2)N1CCCN1CCOCC1 (stereo not drawn) | 2% | -5% | -8% | 1% | -1% | 2% | 15% | -4%
Cc1ccc(OCC(=O)NNC(=O)Cn2nnc(-c3ccccc3)n2)cc1 | -2% | -13% | i | -21% | -4% | 6% | 12% | -2%
Cc1[nH]c2ccccc2c1C(O)c1ccncc1 (stereo not drawn) | 5% | -15% | -8% | 7% | -11% | 6% | -9% | -2%
Cn1c(SCC(=O)NC2CC2)nnc1-c1ccccc1Cl | 0% | 4% | i | -7% | -6% | 4% | 3% | -4%
C=C1CCN(Cc2ccccc2)S(=O)(=O)c2ccccc21 | 20% | -12% | -14% | -9% | 1% | 9% | 7% | 22µM*
O=C(NCc1ccncc1)C(=O)NCC1OCCN1S(=O)(=O)c1ccc(Br)cc1 (stereo not drawn) | -1% | -6% | i | 3% | 9% | -5% | · | -7%
COCc1nc(-c2ccc(-c3ccc(OC)cc3)nc2OC)no1 | 15% | ? | i | -17% | 1% | 3% | 20% | -5%
CC1CCCCN1C(=O)Cn1nnc(-c2cccnc2)n1 (stereo not drawn) | 16% | -12% | -13% | 0% | 11% | -1% | 9% | -9%
COc1ccc(C(=O)N/C(=C\c2cn(C)c3ccccc23)C(=O)N2CCN(C)CC2)cc1 | -2% | -14% | i | -3% | -11% | 5% | -9% | -1%
S=C(NCCCN1CCOCC1)Nc1ccc(Cl)cc1 | -3% | 23% | -20% | -1% | -2% | 6% | · | 1%
COC(=O)C1CCN(C2CN(Cc3ccc(F)cc3)S(=O)(=O)C2)CC1 (stereo not drawn) | -2% | 13% | -19% | 7% | -2% | 20% | -30% | 0%
COc1cc(C(=O)NCC(c2cccnc2)N2CCN(c3ccc(F)cc3)CC2)cc(OC)c1OC (stereo not drawn) | -7% | -21%&8% | i | -25% | -2% | 7% | 18%&13% | -2%
CS(=O)(=O)N(CC(=O)N1CCCCCC1)c1ccc(Cl)cc1 | 6% | 7% | -3% | 6% | 19% | -11% | -1% | -5%
CCOP(=O)(OCC)C(NC(=O)c1ccc(OC)c(OC)c1)c1ccccc1 (stereo not drawn) | 3% | -11%[9.22 µM] | i | -3% | -4% | 6% | 12% | 1%
COc1ccc2c(c1)C(=O)OC2CC(=O)O (stereo not drawn) | 3% | 11% | i | 3% | -4% | 4% | -5% | 0%
O=C(CN1C(=O)S/C(=C\c2ccc(Cl)cc2)C1=O)NNC(=O)c1ccccc1O | 6% | -10% | -5% | -22% | -8% | -15% | · | -8%
CCOC(=O)c1sc2nc(CC(=O)OC)nc(NCc3ccco3)c2c1C | 4% | 20% | i | -9% | 2% | 0% | · | 4%
Cc1[nH]c2ccccc2c1C(c1ccncc1)N1CCN(c2ccccc2F)CC1 (stereo not drawn) | 11% | 20% | i | -8% | -1% | -1% | 2% | -6%
CC(=Nc1cccc(O)c1)c1sc2ccccc2c1O | 20% | -1% | -15% | -5% | 13% | 0% | -13% | 6%
CCc1ccc(O)c(CNCCNCc2cc(CC)ccc2O)c1 | -3% | -3% | i | 3% | -14% | 3% | 5% | -8%
O=C(CSc1nc2ccccc2o1)NC1CCS(=O)(=O)C1 (stereo not drawn) | 7% | 10% | i | 8% | -3% | 20% | · | -5%
CCN1CCN(c2ccc(S(=O)(=O)N3CCCCC3)cc2NC(=O)COc2cc(C)ccc2Cl)CC1 | 15% | 19% | i | -18% | ? | -1% | 24% | -1%
Cc1ccc(OCc2nnc(SCC(=O)NCc3ccccc3)n2C)cc1 | 5% | 4% | 2%[57.5 µM] | -18% | -1% | 4% | 19% | 12%

Printed as active in EPAC1 antag, of those listed so far:
| Structure | PTHR1 ag | EPAC1 antag | EPAC1 agonist | EPAC2 antagonist |
| --- | --- | --- | --- | --- |
| O=C(Cn1cnc2scc(-c3cccc([N+](=O)[O-])c3)c2c1=O)NCc1ccco1 | -19% | 56µM* | 1% | 4% |

Compound profiles, as listed above. Screens in order: EPAC2 ag | TDP-43 yeast inh | PTHR1 ag | EPAC1 antag | EPAC1 agonist | EPAC2 antagonist | FUS suppressor | aSyn rescue
Listed for `CC(C)Cc1nc2oc3c(N4CCN(CCO)CC4)ncnc3c2c2c1CCCC2` → 3% | 1% | -4% | 6% | -11% | -1% | 5% | -8%
Listed for `O=C(Cn1cnc2scc(-c3cccc([N+](=O)[O-])c3)c2c1=O)NCc1ccco1` → -5% | -11% | -19% | 56µM* | 1% | 4% | 17% | -5%

Following part:
SMILES | EPAC2 ag | TDP-43 yeast inh | PTHR1 ag | EPAC1 antag | EPAC1 agonist | EPAC2 antagonist | FUS suppressor | aSyn rescue
O=C(O)c1ccc2c(c1)C(=O)N(c1cc(C(=O)O)ccc1Br)C2=O | -4% | -17% | i | 5% | 5% | 0% | 41% | 8%
CC(C)(C)CC(=O)OCC(=O)Nc1cc(C(C)(C)C)nn1-c1ccccc1 | -1% | 4% | -2%[57.5 µM] | -15% | -17% | -7% | 36% | 7%
O=C(CCN1C(=O)S/C(=C/c2ccccc2)C1=O)Nc1ccc(C(=O)O)c(O)c1 | 7% | 18% | -30% | -19% | -4% | 5% | -15% | -6%
O=C(CN1CCN(c2ccc(F)cc2)CC1)Nc1nnc(-c2ccccc2)s1 | 7% | 2% | -1%[57.5 µM] | -7% | 6% | -17% | 9% | -2%
CN(CC(=O)Nc1cccc(F)c1)C(=O)c1ccc2c(c1)NC(=O)CS2 | 9% | 0% | -15% | -18% | -7% | 1% | 12% | -2%
CC(C)n1c(NCc2cc(Cl)ccc2O)nc2ccccc21 | 15% | 10% | -26% | 6% | 0% | 1% | -8% | -2%
COc1ccc2oc(C(=O)Nc3nc(C)cs3)c(C)c2c1 | 1% | 21% | -42%[inhibitor] | -6% | 15% | -15% | 1% | -1%
